Myeloid diff 2 = myeloid differentiation induction. ER-HoxA9 myeloid progenitors, lysozyme-GFP differentiation, flow cytometry. calls only at 10 µM. 360,000 tested, 1% active. AID 624256;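 active means normalized GFP-positive differentiation at or above the plate's own cutoff, the solvent-only control mean plus 3 SD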;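 further: cells exposed to compound for four days before flow analysis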
NTR1 agonist = NTR1-driven beta-arrestin-GFP spot formation – imaging, U2OS cells, high content, primary screen (AID 493036); activation, % at 20 µM; P30989; 330,000 tested, 0.17% active; agonist mode;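 active means activation at or above 40% of the spot to cytoplasm intensity ratio, with at least 20 cells analyzed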;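 further: 0% = DMSO without peptide and 100% = 100 nM NTR1 peptide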
Target sequence (P30989 whole entry, looked up): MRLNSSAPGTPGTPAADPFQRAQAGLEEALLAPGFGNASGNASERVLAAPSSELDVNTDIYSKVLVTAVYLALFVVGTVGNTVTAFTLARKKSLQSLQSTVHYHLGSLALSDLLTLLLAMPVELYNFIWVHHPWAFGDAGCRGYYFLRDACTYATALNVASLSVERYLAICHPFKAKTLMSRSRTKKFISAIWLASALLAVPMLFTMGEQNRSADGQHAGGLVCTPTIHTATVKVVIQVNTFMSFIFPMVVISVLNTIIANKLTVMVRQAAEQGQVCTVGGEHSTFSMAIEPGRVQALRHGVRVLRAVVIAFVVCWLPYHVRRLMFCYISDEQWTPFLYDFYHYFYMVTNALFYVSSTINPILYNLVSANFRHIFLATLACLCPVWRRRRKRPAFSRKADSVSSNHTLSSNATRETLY
KOR beta-arrestin-1 = KOR agonists, beta-arrestin recruitment, primary screen, cell-based, luminescence, uHTS (AID 1777); KOR beta-arrestin recruitment, luminescence; higher % means a stronger effect; 280,000 tested, 0.02% active; activation, % at 10 µM, or EC50 in µM where a hit was titrated; in the data active means activation above about 50%, passing the limit was not always enough; further: a part of the inactive calls stands beside numbers as strong as those of hits
GPR55 antagonists = inhibition of LPI-stimulated GPR55 beta-arrestin translocation – imaging, U2OS, beta-arrestin-GFP, LPI agonist, primary screen (AID 2013); U2OS GPR55 beta-arrestin-GFP translocation imaging, LPI antagonism; higher % means a stronger effect; inhibition, % at 10 µM, or IC50 in µM where a hit was titrated; 290,000 tested, 0.13% active;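 active means spots per cell inhibited over 60%, with over 100 cells counted and total cytoplasm intensity under 500,000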;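 further: U2OS cells stably carrying GPR55 and arrestin-GFP stimulated by 5 µM LPI near EC80; imaged beta-arrestin-GFP aggregate spots per cell after agonist stimulation; plate controls were LPI-stimulated DMSO wells for no effect and DMSO wells without LPI for full effect; some results filed as inactive read as strong as hits; confirmed hits need IC50 under 10 µM and bright autofluorescent wells are also inconclusive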
T cell HTS = modulates CD8 T cell binding to vesicles; 2C CD8+ T cell-vesicle binding, flow cytometry; stronger effect = lower value; calls only at 7 µM; 330,000 tested, 0.068% active; AID 2052;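 active means response, share of CD8 T cells binding vesicles, and their 90th percentile fluorescence all below set limits, cut at about 80% in these data, passing the limit was not always enough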
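Material: 2C TCR transgenic mouse naive CD8+ T cells, MACS-purified. Also added: QL9-charged Drosophila Ld/ICAM-1/B7-1 vesicles. Timing: binding 1.5 h at 37 °C. Measured by: high-throughput flow cytometry with anti-B7-1 and anti-CD8 staining. Read-out: percent CD8+ FL2 mean versus row control. Controls: Unloaded micro-vesicles (low), QL9 vesicles with 0.7% DMSO (high).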
NOD1 NF-kB reporter = NOD1 signaling inhibitors, primary screen, cell-based, luminescence, uHTS (AID 1578) | NOD1-driven NF-kB luciferase reporter cells, luminescence; higher % means a stronger effect | inhibition, % at 4 µM; hits with a dose series show EC50 in µM | 290,000 tested, 1% active; in the data active means inhibition mostly above about 36%, no sharp cut-off; inactive means mostly below about 34%;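 further: HEK-293T reporter cells stimulated with the NOD1 agonist gamma-tri-DAP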
GPR55 beta-arrestin = GPR55 agonists via beta-arrestin recruitment, primary screen, imaging, U2OS cells, beta-arrestin-GFP redistribution (AID 1961) | U2OS GPR55 beta-arrestin-GFP redistribution imaging; higher % means a stronger effect | one-dose activation, % at 10 µM; EC50 in µM for titrated hits | 290,000 tested, 0.048% active;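 active means activation above 40% with more than 50 cells counted in the well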;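 further: U2OS osteosarcoma cells stably expressing GPR55 and beta-arrestin-GFP; plate controls were DMSO negative control for no effect and LPI positive control for full effect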
HEK293 NOD2/NF-kB = inhibition of NOD2-driven NF-kB reporter – cell-based, luminescence, uHTS, HEK293 (AID 1566); 290,000 tested, 0.63% active; HEK293 NOD2/NF-kB luciferase reporter, luminescence; higher % means a stronger effect; inhibition, % at 4 µM; hits with a dose series show EC50 in µM; further: many of its hits are not listed in these tables
KOR beta-arrestin-2 = kappa opioid receptor blockers – cell-based, luminescence, uHTS (AID 1778) | KOR beta-arrestin recruitment, luminescence, antagonist mode; higher % means a stronger effect | inhibition, % at 10 µM, or IC50 in µM where a hit was titrated | 290,000 tested, 0.091% active; further: strong numbers were not always called active
T cell HTS vesicle-bound % = further read-out of T cell HTS, marked with its call; double positive events, %; measured here: CD8+ vesicle-bound cell fraction;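 binding gate set so that unloaded-vesicle control wells show 10% double positive cells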
NTR1 agonist cell count 20 µM = also measured in NTR1 agonist; calls as there; cell count; measured here: cell count, cytotoxicity flag
Myeloid diff 2 GFP+ MAC1+ % = further read-out of Myeloid diff 2, marked with its call; GFP+ MAC1+ double positive, %; measured here: differentiation confirmed by MAC1 staining
* hit, by the source's call; i = inactive; · = no result given; [ ] = another dose, or the depositor's remark. Unless noted, no stated cut-off is given here; in the data, active means inhibition above about 50%; inactive means the rest. Not all compounds are listed; rates above refer to the full screens.

SMILES	Myeloid diff 2	Myeloid diff 2 GFP+ MAC1+ %	NTR1 agonist	NTR1 agonist cell count 20 µM	KOR beta-arrestin-1	GPR55 antagonists	T cell HTS	T cell HTS vesicle-bound %	NOD1 NF-kB reporter	GPR55 beta-arrestin	HEK293 NOD2/NF-kB	KOR beta-arrestin-2
NS(=O)(=O)c1cccc(NS(=O)(=O)c2cccc(C(F)(F)F)c2)c1	i	0.6	-0.6	65	0.9%	1%	i	26	1%	-0.2%	15%	10%
CCN(CC)S(=O)(=O)c1cccc(C(=O)NC(Cc2c[nH]c3ccccc23)c2nnc3n2CCCCC3)c1 (configuration not stated)	i	4.5	0.9	63	1.7%	4%	i	3	9%	0.3%	11%	23%
Cc1cccc(C)c1-n1c(C)cc(/C=C2\NC(=O)NC2=O)c1C	i	2.2	-0.1	88	-2.8%	2%	i	38	-37%	-0.3%	-6%	-19%
Cc1ccc(N(CC(=O)NC2CCCCC2)C(=O)CCC(=O)Nc2nccs2)cc1	i	0.5	-1.4	36	-2.0%	-6%	i	31	-36%	·	11%	16%
C=CCOc1ccccc1/C=N/NC(=O)c1ccc(Cl)cc1Cl	i	2.0	1.5	59	5.8%	-5%	i	55	-39%	0.4%	4%	20%
CN1CCN(c2cc(=O)n(C3CCCCC3)c(=O)[nH]2)CC1	i	2.3	2.1	58	0.7%	12%	i	38	-17%	0.6%	0%	22%
Cc1cc(NC(=O)COc2ccccc2C)ccc1NC(=O)c1cccs1	·	·	-0.8	42	-3.7%	-7%	i	31	-38%	-0.1%	18%	12%
COC(=O)c1cc(=O)n(Cc2ccc(OC)cc2)c(=NCc2ccc(OC)cc2)s1	i	0.7	1.0	75	0.7%	4%	i	43	-7%	0.2%	9%	-11%
CC(=O)Nc1ccc(C(=O)NN2C(=O)c3ccccc3C2=O)cc1	i	0.6	0.8	60	-5.6%	16%	i	46	-34%	0.2%	6%	4%
O=C(CSc1nnnn1C1CCCCC1)N1CCN(C(=O)c2ccco2)CC1	i	0.2	0.7	39	·	-5%	i	22	-25%	-0.1%	7%	-3%[20 µM]
COc1ccc(NC2=NC(=S)N(c3ccc(C)cc3)C23CCCCC3)cc1	i	0.1	-0.5	99	-0.1%	21%	i	17	-11%	-0.1%	3%	-7%
CC[n+]1c(/C=C/c2ccc(OC(C)=O)c(OC)c2)ccc2ccccc21	i	0.4	0.0	91	7.1%	-3%	i	30	-14%	-0.2%	-2%	10%
COc1cccc(CN2CCC(Oc3ccc(C(=O)N4CCCCC4)cc3)CC2)c1O	i	2.0	-0.5	50	10%	12%	i	21	-40%	-0.1%	-8%	-21%
O=c1[nH]c(C2CCCN(S(=O)(=O)Cc3ccccc3)C2)nc2c1nnn2Cc1cccc(Cl)c1 (configuration not stated)	i	0.4	8.5	49	2.0%	2%	i	37	18%	0.5%	25%	-21%
Cc1ccc(NC(=O)CCn2c(=O)c3cccn3c3ccccc32)cc1C	i	0.6	4.9	66	-3.1%	-2%	i	7	-12%	2.1%	6%	1%
O=C(NC(=S)NCc1cccnc1)c1cc2ccccc2o1	i	0.6	0.8	37	-0.5%	11%	i	50	-2%	0.1%	0%	12%
CC(=O)N1CCc2cc(NC(=O)c3ccc(C)cc3)ccc21	i	1.9	-0.8	67	1.0%	9%	i	13	·	-0.1%	-59%	-10%
CC(CN1CCCCC1)OC(=O)c1ccccc1Cl (configuration not stated)	i	1.2	-1.7	36	-1.2%	2%	i	21	8%	-0.1%	-12%	2%
CC1=C(C(N)=O)C(c2cccnc2)n2nc(SCc3ccccc3Cl)nc2N1 (configuration not stated)	i	1.0	-1.8	90	12%	5%	i	36	-42%	-0.1%	8%	-27%
CCCn1c(-c2nonc2N)nc2ccccc21	i	1.2	-1.8	102	1.9%	-3%	i	6	-30%	1.0%	13%	-6%
Cc1ccsc1C(=O)OCC(=O)N1CCOCC1	i	1.0	0.7	41	-3.1%	6%	i	46	-31%	-0.3%	-10%	-49%
CSc1c(SCc2ccccc2)cnn(-c2ccccc2)c1=O	i	0.7	-0.8	57	-1.8%	-12%	i	5	-14%	1.2%	10%	-9%
S=C(NCc1ccco1)N1CCC(c2nc3ccccc3o2)CC1	i	0.6	0.3	55	2.3%	8%	i	29	4%	-0.7%	0%	5%
CCOc1ccc(N(CC(=O)N2CCN(c3ccccc3F)CC2)S(=O)(=O)c2c(C)noc2C)cc1	i	7.1	0.7	65	-4.9%	2%	i	34	13%	-0.1%	-16%	26%
Cc1ccc(S(=O)(=O)c2nnn3c2nc(N2CCN(c4ccccn4)CC2)c2ccccc23)cc1C	i	3.3	1.3	51	-5.9%	10%	i	8	-39%	-0.1%	15%	-9%
COCCCNC(=O)c1cccn2c(=O)c3cc4ccccc4cc3nc12	i	1.1	-0.4	68	3.0%	-4%	i	8	-97%	0.1%	8%	-16%
CCOC(=O)C1=C(C)NC2=C(C(=O)C(C(=O)OCC)C(c3cccc(OC)c3)C2)C1c1ccccn1 (configuration not stated)	i	1.2	2.9	50	4.3%	10%	i	56	·	0.0%	10%	-9%
CCOC(=O)c1c(C)[nH]c(C)c1C(=O)CN1C(=O)NC2(CCC(C)CC2)C1=O (configuration not stated)	i	0.5	0.1	59	3.9%	6%	i	18	-11%	-0.1%	18%	-24%
COCCOC(=O)C1=C(C)NC(=O)NC1c1c(OC)ncnc1OC (configuration not stated)	i	0.4	0.6	79	-1.7%	14%	i	11	-2%	0.6%	-4%	-22%
Cc1cc(C)n(-c2nnc(N3CCN(c4ccc(F)cc4)CC3)nn2)n1	i	0.8	2.8	48	-3.0%	-5%	i	66	-35%	0.4%	-2%	2%
Cc1sc2nc3c(SC(C)C(=O)O)cc(C(=O)c4ccccc4O)cn3c(=O)c2c1C (configuration not stated)	i	2.3	·	·	15%	-2%	i	33	-24%	0.2%	15%	-16%
COc1c(C)cc(Br)cc1C(=O)Nc1ccccc1N1CCN(C(=O)c2ccccc2)CC1	i	0.6	8.3	41	-1.5%	6%	i	26	26%	0.3%	18%	-73%[20 µM]
Cc1cccc2cc3c(NC(=O)CC(C)C)nn(C)c3nc12	i	0.4	0.8	43	-2.9%	-7%	i	30	-52%	0.3%	10%	-12%
CCOc1ccccc1C(=O)N(Cc1ccco1)C1CCS(=O)(=O)C1 (configuration not stated)	i	0.3	3.0	56	-12%	9%	i	27	-37%	-0.2%	-1%	35%
COc1ccc(N(CC(=O)NN=C2CCCC2)S(=O)(=O)c2ccccc2)cc1Cl	i	0.5	-1.2	57	2.4%	2%	i	13	-11%	-0.4%	8%	-28%
CCOC(=O)CSc1ncnc2c1c(-c1ccccc1)cn2-c1ccc(OC)cc1	i	0.6	3.1	57	-0.1%	13%	i	10	-3%	-0.2%	18%	27%
CCOC(=O)C(=O)NCC(c1cccs1)S(=O)(=O)c1ccc(Cl)cc1 (configuration not stated)	i	0.9	-0.2	68	1.7%	-12%	i	34	-29%	0.2%	2%	-50%
COc1cc(OC)cc(C(=O)NNC(=S)Nc2ccc(S(N)(=O)=O)cc2)c1	i	0.2	-0.9	81	-3.3%	-12%	i	31	-15%	-0.1%	3%	-89%[20 µM]
COC(=O)Cn1cc(C(=O)C(F)(F)F)c2ccccc21	i	1.5	0.5	56	-0.4%	-3%	i	57	-15%	0.2%	5%	11%[20 µM]
CCNC(=S)NNC(=O)c1ccccc1OC(F)F	i	7.6	0.4	59	3.4%	-6%	i	18	-7%	0.0%	-12%	-27%
O=C(CSc1nnc(CNC(=O)c2c(F)cccc2Cl)o1)NC1CCCC1	i	0.2	-1.7	54	-2.0%	5%	i	30	-16%	0.0%	0%	-7%
CC(/C=C/c1ccccc1)=N\NC(=O)c1ccncc1	i	8.3	1.5	57	12%	2%	i	68	0%	-0.1%	-3%	-22%
CCOC(=O)C(=O)Nc1ccccc1C#N	i	0.1	1.5	92	-1.3%	10%	i	61	0%	1.4%	16%	-51%
O=C(Cc1ccccc1)NCC(=O)OCC(=O)c1ccc(Cl)cc1	i	0.8	-1.2	68	-2.6%	1%	i	9	-3%	-0.2%	20%	10%
COc1cc(C(=S)N2CCCC2)cc(Cl)c1OCC(=O)Nc1ccc(C)cc1C	i	1.8	-0.1	55	2.4%	7%	i	7	-18%	0.5%	6%	-9%
CCc1ccc(C2CC(c3ccc(C)cc3)Nc3nc(N)nn32)cc1 (configuration not stated)	i	1.6	5.2	56	-2.0%	11%	i	41	-2%	-0.1%	5%	9%
COc1ccccc1CNC(=O)c1cc2c(=O)[nH]c3ccccc3c2n1C	·	·	1.9	32	0.2%	15%	i	29	0%	0.2%	8%	19%
CC(=O)OCC(=O)NCc1ccc2c(c1)OCO2	i	1.1	0.6	37	-0.7%	12%	i	10	-5%	0.3%	4%	-6%
CC(=O)c1ccc(NC(=S)N2CCN(S(=O)(=O)c3ccc(F)cc3)CC2)cc1	i	1.1	-0.9	56	-5.4%	17%	i	9	-6%	0.3%	2%	20%
Cc1cc(C)nc(N/N=C/c2ccc(Cl)cc2)n1	i	0.6	-1.2	42	1.8%	-2%	i	29	-10%	0.3%	-27%	·
O=[N+]([O-])c1ccc2nc(N3CCCC3)sc2c1	i	0.3	2.2	92	1.5%	-5%	i	26	-5%	-0.1%	-42%	-6%
CCCn1c(C)cc(/C=C(\C#N)C(=O)OCC(=O)NC(=O)NCC)c1C	i	0.4	-0.2	42	·	4%	i	41	-37%	0.0%	10%	3%
CC(=O)c1ccc(NC(=S)NN2C(C)CCCC2C)cc1 (configuration not stated)	i	0.3	0.0	77	-1.3%	-12%	i	48	-16%	1.6%	18%	-9%

Of the compounds above, 2 contain a CF3 group.
SMILES	Myeloid diff 2	Myeloid diff 2 GFP+ MAC1+ %	NTR1 agonist	NTR1 agonist cell count 20 µM	KOR beta-arrestin-1	GPR55 antagonists	T cell HTS	T cell HTS vesicle-bound %	NOD1 NF-kB reporter	GPR55 beta-arrestin	HEK293 NOD2/NF-kB	KOR beta-arrestin-2
NS(=O)(=O)c1cccc(NS(=O)(=O)c2cccc(C(F)(F)F)c2)c1	i	0.6	-0.6	65	0.9%	1%	i	26	1%	-0.2%	15%	10%
COC(=O)Cn1cc(C(=O)C(F)(F)F)c2ccccc21	i	1.5	0.5	56	-0.4%	-3%	i	57	-15%	0.2%	5%	11%[20 µM]
